# Source: PubChem (University of Kansas High Throughput Screening Laboratory)
# mHTT CaM bind: mutant huntingtin-calmodulin interaction inhibitors – biochemical, AlphaScreen, primary screen | inhibition, % at 15 µM | P42858 | 3.6% of 190,000 active | AlphaScreen His-mHTT/GST-CaM binding, luminescence;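 note: 0% = both proteins with DMSO and 100% = one protein alone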
# Pf apPOL block: Pf-apPOL inhibitors, biochemical, fluorescence; Plasmodium falciparum apicoplast DNA polymerase (apPOL); Recombinant Pf-apPOL, molecular beacon fluorescence, 1.5 h; inhibition, % at 10 µM; 0.25% of 210,000 active
# * hit, by the source's call; nt = not tested or not shown; & = joins results of further samples. Cut-off read from the data, not from the text of the source: active = inhibition above about 50%; inactive = the rest. This is a subset; the hit share may differ from the screen's.
SMILES,mHTT CaM bind,Pf apPOL block
Cc1ccc(CN2CCCC(O)C2)c(C)c1 (stereo not given),-1.0,-9.7
FC(F)(F)c1cc(-c2cccs2)nc(NCc2cccnc2)n1,-9.0,5.6
CC(=O)Nc1ncc2c(n1)CC(c1ccc(F)cc1)CC2=O (stereo not given),-1.0,-0.2
Cc1ccc(Cl)cc1NC(=O)N1CCC(c2nc(C(=O)N3CCCC3)c(C)o2)CC1,5.4,-4.0
Cc1c(C(=O)NC(C)(C)C)sc2nc(-c3ccccc3)cn12,3.0,0.6
CCC(=O)N1CC(C(=O)N2CCN(C)CC2)C(c2cccc(C(F)(F)F)c2)C1 (stereo not given),20.2,0.7
COc1ccc(-c2nc3ccc(Br)cc3c(=O)o2)cc1OC,4.0,-4.4
COc1ccc(C(=O)Oc2ccc(C=Cc3ccncc3)cc2OC)cc1OC,37.6&9.0,1.6&-4.1
CC(C)CC1C(=O)N(Cc2cn(CCC3OCCCO3)nn2)CCS(=O)(=O)N1Cc1ccc(-c2ccc(Cl)c(Cl)c2)cc1 (stereo not given),60.4*,-4.0
O=C(NCc1ccccc1)c1cccc(Cl)c1Cl,-11.5,0.0
COc1ccc2cc(C(C)=NOC(=O)Nc3ccc(OC(F)(F)F)cc3)ccc2c1,nt,-14.1
CCCc1cc(=O)[nH]c(-n2nc(C)cc2NC(=O)c2ccc([N+](=O)[O-])o2)n1,1.7,0.0
O=C(Nc1ccc2c(c1)C(=O)c1ccccc1C2=O)c1ccccc1,nt,9.6
Cc1ccc(NC(=O)N2CCC3(CC2)CC(=O)c2ccccc2O3)cc1Cl,-1.9,-5.4
Cc1ccc(N2CCC(NC(=O)Nc3ccc(Br)cc3)C2=O)cc1 (stereo not given),-3.5,2.4

# Rewritten field by field: part of the list above
O=C(Nc1ccc2c(c1)C(=O)c1ccccc1C2=O)c1ccccc1
  mHTT CaM bind: nt
  Pf apPOL block: 9.6

Cc1ccc(NC(=O)N2CCC3(CC2)CC(=O)c2ccccc2O3)cc1Cl
  mHTT CaM bind: -1.9
  Pf apPOL block: -5.4

# The list goes on.
SMILES,mHTT CaM bind,Pf apPOL block
COc1ccc(N2C(N)=C(C#N)C(c3ccsc3)C3=C2CC(C)(C)CC3=O)c(OC)c1 (stereo not given),13.0,-4.4
CCc1ccc(OCC(=O)Nc2cccc(-c3nc4ncccc4o3)c2)cc1,7.0,-4.2
CCCCOC(C)n1cc(Br)c(=O)[nH]c1=O (stereo not given),0.0,1.0
COc1ccc(-c2cc(C(F)(F)F)n3ncc(C(=O)Nc4cc(C)ccc4O)c3n2)cc1OC,5.0,-2.2
Cc1ccc(C=CS(=O)(=O)N2CCC(C(=O)NCc3nc(C)no3)CC2)cc1,0.7,2.1
Cc1ccc(C)c(C2=NC3(CCN(C(C)C)CC3)NC(c3cc(Cl)ccc3O)C2)c1 (stereo not given),16.7,1.3
Cn1ccc2c(cc(C(=O)NCc3ccccc3Cl)n2C)c1=O,-3.1,-2.4
COc1ccc(CC(=O)Nc2c3c(nn2-c2ccc(F)cc2)CS(=O)(=O)C3)cc1,3.0,-2.9
Cc1ccc(CN2CCN(c3ccccn3)CC2)c(C)c1,-3.4,4.3
CC(C)(O)C#Cc1ccc(C(=O)N2CCC(Cc3ccccc3)CC2)cc1,40.4,4.8
COc1cc(NC(=O)C(Sc2ccccc2)c2ccccc2)c(OC)cc1Cl (stereo not given),-1.6,0.4
O=C(CS(=O)(=O)c1cccc2nsnc12)Nc1ccccc1Br,5.0,-2.8
Cc1ccc(C(=O)/C=C/c2ccc(F)cc2)o1,-1.0,-0.7
COc1ccc(Cl)c2c1NC(c1ccc(F)cc1)C1CC=CC21 (stereo not given),50.0*,6.3
O=C(NCC#CCN1CCc2ccccc2C1)NC1CCCCC1,-8.6,-1.2
COc1cc(OC)c(OC)cc1/C=C1N=C(/C=C/c2cccc([N+](=O)[O-])c2)OC/1=O,4.0,-2.7
COc1cc(OC)c(NC(=O)C2CCCO2)cc1Cl (stereo not given),-0.6,4.5
CCc1noc(C2(NC(=O)c3ccc(F)c(Cl)c3)CCCCC2)n1,-10.5,1.7
Cc1cc(/C=C(\C#N)c2nc3ccccc3[nH]2)c(C)n1-c1ccc(F)cc1,24.0,-1.9
CC(C)C(=O)N1CCN(c2nc3c(s2)CC(C(=O)Nc2ccc(F)cc2)CC3)CC1 (stereo not given),-5.4,0.0
CCOc1ccccc1CNC(=O)C1CCN(c2nccnc2Oc2ccc(C)cc2)CC1,0.8,-0.6
Cc1cc2c(c(=O)[nH]1)C(=O)O/C2=C\c1ccc2c(c1)OCO2,-2.0,-11.5
COc1cccc(OC)c1-c1noc(CSc2nc3ccccc3o2)n1,-2.9,nt
CC(C)C1N=C(c2cccc(Br)c2)CC(c2ccccc2O)N1 (stereo not given),-4.0,0.3
O=C(c1ccccc1)c1ccc(NC(=O)c2cccs2)c(NC(=O)c2cccs2)c1,5.6,4.3
Cc1ccc(S(=O)(=O)CCC#N)cc1C,-9.2,2.5
Cc1oc2c(c1C(=O)Nc1cccc(C(=O)O)c1)CCCC2,-5.0,-2.3
COc1ccc(-c2onc(C)c2C(=O)NCc2ccc(F)cc2F)cc1,-6.7,0.5
COc1ccc(NC(=O)C(C)Oc2ccccc2)c([N+](=O)[O-])c1 (stereo not given),29.5,-1.4
CSC(N=CN(C)C)=NN=C(C)c1ccc(Cl)c(Cl)c1,nt,-3.6
CN1CCN(CCCOc2ccc(Cl)cc2C(C)(C)C)CC1,2.1,-4.2
COc1ccc(NC(=O)COc2ccc(Cl)cc2C)cc1,-15.1,-3.6
O=C(O)c1ccc(Nc2ccccc2)c([N+](=O)[O-])c1,-10.3,-2.0
CCCCNC(=O)C1CCN(c2nc3cccnc3s2)CC1,-6.5,1.1
Cc1oc(C2CCN(C(=O)c3cccc(Br)c3)CC2)nc1C(=O)N(C)C,-6.1,-7.5
COC(=O)[C@H](C(C)C)N(Cc1ccccc1)S(=O)(=O)CCN1CCN(c2ccccc2)CC1,-1.3,-4.0
Cc1cc2[nH]c(C(=O)Nc3ccc(F)c(F)c3F)c(CN(C)C)c2s1,3.6,-0.5
O=C(CSc1nc2scc(-c3ccco3)c2c(=O)n1-c1ccccc1)N1CCCC1,28.1,26.5
COc1ccccc1NC(=O)c1cc(C)nc2ccccc12,1.6,-2.4
O=c1n(S(=O)(=O)c2ccccc2)c2ccccc2n1S(=O)(=O)c1ccccc1,4.0,-1.1
Cc1cc2[nH]c(=S)[nH]c2cc1C,0.7,nt
CC(C)N1CCC2(CC1)C(C#N)=C(O)NC1=C2C(=O)CC(C)(C)C1,2.5,nt
COc1ccccc1-n1nnc(C(=O)NCCc2ccc(Cl)cc2)c1N,1.0,-5.4
O=[N+]([O-])c1ccc(N2CCOCC2)cc1Sc1nnnn1-c1ccccc1,1.7,-5.4
CCCC(=O)Nc1nc(C(=O)OCC)cs1,-27.8,-2.6
CC1(CO)CSC(Nc2cccnc2)=N1 (stereo not given),nt,0.3
Clc1ccc(C2=CC(c3ccc(Cl)cc3)n3ncnc3N2)cc1 (stereo not given),-8.0,0.1
CC1CCN(C(=O)C2CC(=O)N(C3CCN(Cc4ccccc4)CC3)C2)CC1 (stereo not given),8.0,-0.4
Cc1ccc(C(=O)NCCN(C)C)cc1[N+](=O)[O-],-0.8,-5.3
CCN(CC)c1cc(CNC(=O)Nc2cccc(C)c2)ccn1,-8.6,1.2
O=C(Cn1cc2c(n1)CCCCCC2)NCc1cccc(Cl)c1,-5.7,-3.9
Cc1ccc(O)c(-c2nc3cc(C)ccc3o2)c1,5.3,0.7
Cc1cc(NC(=O)Nc2ccc3c(c2)OCCO3)c(C(F)(F)F)o1,nt,-2.2
C=CNC(=S)NNC(=O)COc1ccccc1,nt,-7.0
Cc1ccc(S(=O)(=O)NC2=NCN(C)CN2)cc1[N+](=O)[O-],5.0,-67.0
O=C(c1ccc(C(F)(F)F)s1)N1CCc2c(nc3cc[nH]n3c2=O)C1,-6.2,1.6
CNC(=O)C(=O)Nc1ccccc1OC,0.1,1.5
Cc1c(C(=O)COc2nc(-c3cccs3)cc(C(F)(F)F)c2C#N)sc2ccc(Cl)cc12,nt,-11.7
CCN(CC)S(=O)(=O)c1ccc(Br)c(C(=O)O)c1,-7.3,3.1
CN(CCCNC(=O)C1CCN(c2nc3cccnc3s2)CC1)Cc1ccccc1,-9.2,-2.2

# Reprinted from the part before: four entries, followed by the next part.
SMILES,mHTT CaM bind,Pf apPOL block
CNC(=O)C(=O)Nc1ccccc1OC,0.1,1.5
Cc1c(C(=O)COc2nc(-c3cccs3)cc(C(F)(F)F)c2C#N)sc2ccc(Cl)cc12,nt,-11.7
CCN(CC)S(=O)(=O)c1ccc(Br)c(C(=O)O)c1,-7.3,3.1
CN(CCCNC(=O)C1CCN(c2nc3cccnc3s2)CC1)Cc1ccccc1,-9.2,-2.2
Cc1nc2c(C(=O)NCCN(C)C)cnn2c(C)c1Cc1ccc(F)cc1,37.0,-9.6
Cc1cc(C(=O)N2CCCC2)c(C)n1-c1ccc(O)cc1,13.4,-2.8
CC1(C)OC(=O)C(=CNC(C(=O)O)c2ccccc2)C(=O)O1 (stereo not given),0.0,-3.5
CCOC(CC(C(=O)N(C)C)(c1ccccc1)c1ccccc1)OCC,nt,-15.4
O=C(NCCc1ccccc1)Nc1nccn(-c2ccc3c(c2)CCC3)c1=O,6.2,-12.9
CN1C(=O)CC(C(=O)Nc2ccc(F)cc2)SC1=Nc1ccc2c(c1)OCO2 (stereo not given),8.0,-4.4
CN1[C@@H](CC(=O)c2ccccc2)CCC[C@H]1C[C@H](O)c1ccccc1,nt,-1.0
O=C(c1ccc(F)cc1)N1CCN(Cc2noc(-c3cccc(F)c3)n2)CC1,7.3,-1.3
O=C(O)CCCN1C(=O)C(=O)C(=C(O)c2ccccc2)C1c1ccccc1[N+](=O)[O-] (stereo not given),-1.2,-7.8
Cc1cc(Cl)ccc1OCC(=O)Nc1ccc(S(=O)(=O)Nc2ncccn2)cc1,3.0,-2.8
CN1CCN(C(=O)c2ccc(S(=O)(=O)Cc3ccccc3F)c([N+](=O)[O-])c2)CC1,6.0,-6.6
Cn1c2ccc(Br)cc2c2nnc(SCC(=O)N=C3NC(=O)CS3)nc21,23.0,4.9
O=C(Nc1ccc2c(c1)OCCO2)C1CCN(c2cc(N3CCSCC3)ncn2)CC1,64.5*,-8.9
Cc1c2occ(-c3ccc4c(c3)OCO4)c2cc2c1oc(=O)c1ccccc12,-2.0,4.7
Cn1nccc1NC(=O)NC(=O)c1c(Cl)cccc1Cl,nt,-3.4&-0.8
Cc1sc2ncn(CC(=O)O)c(=O)c2c1C,2.4,0.7
CC(=O)N1CCN(c2nc3c(s2)CC(C(=O)NCCCN2CCC(C)CC2)CC3)CC1 (stereo not given),4.8,-4.0
O=C(Nc1cccc(Cl)c1)N1CCC(n2c(-c3ccco3)nc3cccnc32)C1 (stereo not given),19.3,-2.7
COc1ccc(CC(=O)N2CCC(c3noc(-c4ccccc4OC)n3)CC2)cc1,20.6,-0.6
CC(O)(CNC(=O)C(=O)Nc1cccc(N2CCCC2=O)c1)c1cccs1 (stereo not given),-7.3,-5.5
Cc1cc(O)cc(C)c1NC(=O)c1ccccc1Br,-0.8,4.7
CC1(CO)CCCN1C(=O)Cc1ccsc1 (stereo not given),-0.7,3.2
COc1ccc(/C=C2\N=C(c3cc(Cl)ccc3Cl)OC2=O)cc1,3.0,-0.3
COc1ccc(CCN2C(=O)C3CC=CC(C)C3C2=O)cc1OC (stereo not given),0.0,-4.1
O=C1C(=CC2CCCCC2)CCCc2ccccc21,nt,5.2
CCCc1nnsc1C(=O)NCCC1CCCCN1S(=O)(=O)c1cccs1 (stereo not given),-11.0,-4.1
O=C(c1ccccn1)N1CCN(S(=O)(=O)C2CC2)CC1,-19.0,0.2
COc1ccccc1NC(=O)c1ccnc(-c2ccsc2)c1,-0.8,2.3
Cc1ccc(CNC(=O)NCCC2CCN(S(=O)(=O)c3ccc(F)cc3)CC2)cc1,21.6,-2.4
CC1(c2ccccc2)CC(C)(C)N2C(=O)C(=O)c3cccc1c32 (stereo not given),80.0*,9.6&-8.4
O=C(Nc1ccccc1Br)c1cc(S(=O)(=O)N2CCCCCC2)ccc1F,-18.0,2.8
N#CC1=C(N)Oc2n[nH]c(-c3cccs3)c2C1c1ccco1 (stereo not given),9.0,-5.8
O=C1Nc2ccc(Br)cc2C(O)(C(=O)NC2CCCCCCC2)N1c1ccccc1 (stereo not given),40.0,-9.0
COc1ccc(CNC(=O)c2cccnc2N2CCNC(c3ccccc3)C2)c(OC)c1 (stereo not given),24.1,-9.2
O=C(Nc1ccc(Cl)cc1)OCCSCCS(=O)(=O)c1ccc(Cl)cc1,nt,4.2
Cc1nn(Cc2ccccc2)c2c1C(c1ccco1)C(C#N)=C(N)O2 (stereo not given),7.4,-9.4
CCOC(=O)C1=C(C)NC(=S)NC1c1cccs1 (stereo not given),nt,1.8
Cc1ccc(SCC(=O)NCCC2=CCCCC2)cc1,-22.5,6.8
On1nnc2cc(C(F)(F)F)ccc21,-6.0,nt
CCn1nnc2c(N3CCN(C(=O)C4CC(=O)N(c5ccc(F)cc5)C4)CC3)ncnc21 (stereo not given),-3.1,-6.6
O=C(CSc1nnc(-c2cccnc2)o1)NC1CCCCC1,-2.6,2.2
CC1=C(C(=O)Nc2cc(C(F)(F)F)ccc2Cl)C(c2ccccc2)C2=C(CCCC2=O)N1 (stereo not given),-55.0,-2.3
Cc1ccc(CNC(=O)C2(C)CCCN(C(=O)c3ccc(Cl)cc3)C2)cc1 (stereo not given),0.9,3.8
Cc1c(-c2ccnc(-c3ccccc3)n2)sc2nc(C(F)(F)F)nn12,nt,-1.0
COC(=O)CCCC(=O)N1Cc2ccccc2C1,1.7,-3.3

# Random excerpt: 2 entries already listed, in no set order.
SMILES,mHTT CaM bind,Pf apPOL block
COc1ccc(CNC(=O)c2cccnc2N2CCNC(c3ccccc3)C2)c(OC)c1 (stereo not given),24.1,-9.2
N#CC1=C(N)Oc2n[nH]c(-c3cccs3)c2C1c1ccco1 (stereo not given),9.0,-5.8
